Gal4-VP16 FLuc = VP16 counterscreen qHTS for inhibitors of ROR gamma transcriptional activity. Drosophila S2 Gal4-VP16 UAS-luciferase, luminescence, 20 h. Potency, µM (highest dose often 53.6 µM), without a hit: top-dose activity, negative = inhibition, hits mostly inhibitors. 310,000 tested, 3.5% active. AID 2546, 2010;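 further: Gal4-VP16 expression switched on by copper sulfate through the metallothionein promoter; potency means the concentration at half of the fitted maximal effect; on the % scale 0 is the no-effect control and ±100 the full control effect; nearly all actives have a fitted effect of over 50% in size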
RORgamma inh = qHTS for inhibitors of ROR gamma transcriptional activity; 310,000 tested, 5.4% active; Nuclear receptor ROR-gamma (Mus musculus), P51450; Drosophila S2 Gal4-RORgamma UAS-luciferase reporter, 20 h; Potency, µM (series often up to 53.6 µM), for inactives: top-dose activity change, negative = inhibition, most hits filed as inhibitors; further: potency means the concentration at half of the fitted maximal effect; on the % scale 0 is the no-effect control and ±100 the full control effect; nearly all actives have a fitted effect of over 60% in size
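Using a luciferase readout, inhibitors were identified by reduced reporter activity in Drosophila cells coexpressing a copper-inducible Gal4–ROR gamma fusion and UAS-driven Photinus luciferase, incubated 20 hr after 700 uM copper sulfate.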
NPC1 promoter act = qHTS Assay for NPC1 Promoter Activators. Huh7 NPC1 promoter luciferase reporter, 24 h. Potency, µM (titrated, usually from 9.22 µM), without a hit: at the top dose activation, most hits filed as activators. 320,000 tested, 2.4% active;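 further: potency means the concentration at half of the fitted maximal effect; % of control where 0% means no effect; nearly all actives have a fitted effect of over 60% in size; reporter is driven by a mutant NPC1 promoter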
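Stable NPC1-promoter luciferase Huh7 line; cpd (DMSO) 24 h, 37 °C, 5% CO2; Amplite luciferase reagent 10 min RT; luminescence readout. qHTS format.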
Menin MLL FP TR = qHTS Assay for Inhibitors Targeting the Menin-MLL Interaction in MLL Related Leukemias: Competition With Texas Red Labeled MLL-derived Mutant Peptide; O00255; Menin + Texas Red MLL mutant peptide, fluorescence polarization; Potency, µM (titrated, usually from 61.6 µM), for inactives: at the top dose FP activity change, negative = inhibition, most hits filed as inhibitors; 270,000 tested, 0.23% active; AID 1768, 2009; active means well fitted inhibition curve with a large enough effect in the polarisation, with a control signal flat, not every such curve was filed as active; inconclusive means small, poorly fitted or top-dose-only effect, or effect the other way, or a change in a side signal; inactive means no such curve, though single readings can be large or run the other way; the % refers to the polarisation; further: potency means the concentration at half of the fitted maximal effect; % of control where 0% means no effect; many of its hits are not listed in these tables
Target sequence (O00255 whole entry, looked up): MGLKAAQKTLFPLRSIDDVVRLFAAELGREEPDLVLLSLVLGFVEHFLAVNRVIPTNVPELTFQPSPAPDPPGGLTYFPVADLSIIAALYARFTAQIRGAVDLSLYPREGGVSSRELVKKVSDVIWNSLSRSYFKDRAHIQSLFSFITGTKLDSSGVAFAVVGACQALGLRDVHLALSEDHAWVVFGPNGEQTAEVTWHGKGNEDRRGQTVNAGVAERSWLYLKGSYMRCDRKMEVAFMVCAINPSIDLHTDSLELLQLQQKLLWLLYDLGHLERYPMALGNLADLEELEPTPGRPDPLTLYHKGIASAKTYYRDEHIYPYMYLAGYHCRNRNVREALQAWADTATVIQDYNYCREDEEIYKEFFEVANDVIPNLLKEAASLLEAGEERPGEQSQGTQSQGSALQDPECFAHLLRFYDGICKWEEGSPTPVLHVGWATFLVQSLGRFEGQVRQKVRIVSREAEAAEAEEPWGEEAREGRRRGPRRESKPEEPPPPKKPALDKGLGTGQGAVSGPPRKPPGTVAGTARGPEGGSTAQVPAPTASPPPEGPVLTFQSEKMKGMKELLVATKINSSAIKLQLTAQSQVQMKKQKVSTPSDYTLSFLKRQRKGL
Rab9 prom act = qHTS Assay for Rab9 Promoter Activators; Huh7 Rab9 promoter-luciferase reporter, luminescence, 24 h; AID 485297, 2010; 320,000 tested, 2.8% active; Potency, µM (top dose mostly 9.22 µM), for the others: at the top dose activation, negative = inhibition, most hits filed as activators; further: potency means the concentration at half of the fitted maximal effect; % of control where 0% means no effect; nearly all actives have a fitted effect of over 60% in size
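Promoter activation is measured as luciferase luminescence in Huh7 cells stably transfected with a Rab9 promoter–luciferase construct, following 24 h compound exposure at 37 °C and 10 min reagent incubation at ambient temperature.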
KCNH2 3.1 block = qHTS for Inhibitors of KCHN2 3.1: Mutant qHTS; Potassium voltage-gated channel subfamily H member 2, brain isoform KCNH2 3.1 (human); U2OS KCNH2 3.1, thallium flux FluxOr; hits give low values; activity change, % (tested at about 1.8 µM); 340,000 tested, 0.95% active; AID 720553, 2013;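 active means maximum activity change below -70%; inconclusive means maximum activity change from -70% to -50%; inactive means maximum activity change above -50%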;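 further: thallium influx rate constant from kinetic fluorescence after stimulation buffer; on the % scale 0 is the no-effect control and ±100 the full control effect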
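Kinetic fluorescence (2 min after stimulation buffer) measures Tl+ influx through KCNH2 3.1 expressed by viral transduction in U2OS cells; the rate constant is normalized against DMSO controls serving as positive and negative references.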
FLuc modulator = qHTS profiling assay for firefly luciferase inhibitor/activator using purifed enzyme and Km concentrations of substrates (counterscreen for miR-21 project); Luciferin 4-monooxygenase (Photinus pyralis), P08659; purified FLuc, Km substrates, luminescence inhibition; Potency, µM (series often up to 57.5 µM), inactives show at the highest dose activity change, negative = inhibition, usual class: inhibitors; 360,000 tested, 6.9% active; AID 588342, 2011;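 further: potency means the concentration at half of the fitted maximal effect; plate controls were vehicle for no effect and reference inhibitor for full effect; nearly all actives have a fitted effect of over 55% in size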
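Biochemical qHTS of compounds, final roughly 60 µM downward over six points, against 10 nM purified firefly luciferase using Km concentrations of substrates (10 uM D-luciferin, 10 uM ATP) in Tris acetate pH 7.5 buffer; luminescence output.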
MBNL1 CUG block = qHTS Assay for Inhibitors of MBNL1-poly(CUG) RNA binding. Muscleblind-like protein 1 (Homo sapiens), Q9NR56. TR-FRET MBNL1-His/biotin-(CUG)12 binding, 665/545 ratio. Potency, µM (top dose mostly 57.5 µM), for inactives: at the top dose activity change, negative = inhibition, actives largely listed as inhibitors. 280,000 tested, 0.036% active; active means well fitted inhibition curve with a large enough effect in the signal ratio, with a control signal flat, not every such curve was filed as active; inconclusive means small, poorly fitted or top-dose-only effect, or effect the other way, or a change in a side signal; inactive means no such curve, though single readings can be large or run the other way; the % refers to the signal ratio; further: potency means the concentration at half of the fitted maximal effect; on the % scale 0 is the no-effect control and ±100 the full control effect
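TR-FRET readout: Ex 340 nm, 665/545 nm emission ratio, normalized to buffer-only (basal) and MBNL1-(CUG)12 controls. Complex of MBNL1-His with Biotin-(CUG)12, compounds 92 nM–58 uM, incubated 60 min at room temperature.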
ELG1 repair inh = qHTS screen for small molecules that inhibit ELG1-dependent DNA repair in human embryonic kidney (HEK293T) cells expressing luciferase-tagged ELG1; HEK293T ELG1-luciferase reporter, luminescence, 16 h; DNA damage induced by 5-fluorouridine; Potency, µM (doses to about 46.1 µM), for inactives: top-dose activity change, negative = inhibition, actives largely listed as inhibitors; 330,000 tested, 2.3% active; AID 504467, 2011; further: potency means the concentration at half of the fitted maximal effect; on the % scale 0 is the no-effect control and ±100 the full control effect; nearly all actives have a fitted effect of over 55% in size
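In this reporter screen, reduction of luminescence relative to DMSO vehicle indicated activity. Compounds and 5-fluorouridine were added together to 2,000 cells per well, incubated for 16 hr at 37 °C, then developed with ONE-Glo.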
Mito fusion act = qHTS Assay for Small Molecule Inhibitors of Mitochondrial Division or Activators of Mitochondrial Fusion; S. cerevisiae fusion-defective mutant growth rescue, CellTiterGlo 48 h; Potency, µM (titrated, usually from 46.1 µM), inactives show top-dose growth rescue (activation), most hits filed as activators; 320,000 tested, 0.23% active;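 further: potency means the concentration at half of the fitted maximal effect; % of control where 0% means no effect; nearly all actives have a fitted effect of over 45% in size; temperature-sensitive fusion mutants such as fzo1-1 at 37 °C on non-fermentable ethanol glycerol medium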
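S. cerevisiae fusion-defective temperature-sensitive mutants (e.g. fzo1-1, mgm1-5) grown 48 h at 37C in YPEG (ethanol/glycerol non-fermentable) medium with 23 nl compound per well; growth rescue read as CellTiterGlo luminescence.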
PKM2 act = qHTS Assay for Activators of Human Muscle isoform 2 Pyruvate Kinase; 260,000 tested, 0.34% active; Potency, µM (titrated, usually from 57.5 µM), without a hit: top-dose activation, hits mostly activators; purified PKM2, Kinase-Glo ATP luminescence, activation; response scale: 0% is enzyme alone, no compound; further: potency means the concentration at half of the fitted maximal effect; on the % scale 0 is the no-effect control and ±100 the full control effect; nearly all actives have a fitted effect of over 55% in size
Target sequence (P14618 whole entry, looked up, canonical isoform): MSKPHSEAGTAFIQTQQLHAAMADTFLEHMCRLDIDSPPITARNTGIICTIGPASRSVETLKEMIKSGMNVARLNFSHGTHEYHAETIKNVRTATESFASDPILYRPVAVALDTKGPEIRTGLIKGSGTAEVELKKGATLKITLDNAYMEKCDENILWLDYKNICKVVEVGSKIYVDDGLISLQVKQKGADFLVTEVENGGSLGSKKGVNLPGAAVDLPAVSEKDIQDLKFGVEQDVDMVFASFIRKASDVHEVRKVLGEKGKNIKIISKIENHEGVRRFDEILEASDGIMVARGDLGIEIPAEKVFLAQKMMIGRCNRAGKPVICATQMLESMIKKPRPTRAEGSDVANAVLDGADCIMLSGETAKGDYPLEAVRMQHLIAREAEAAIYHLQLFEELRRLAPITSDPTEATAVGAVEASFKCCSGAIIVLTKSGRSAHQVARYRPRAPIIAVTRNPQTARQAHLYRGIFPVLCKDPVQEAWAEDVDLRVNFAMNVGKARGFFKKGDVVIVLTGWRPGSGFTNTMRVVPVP
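Purified hPK-M2 (>95% pure) converted ADP (0.1 mM final) to ATP with 0.5 mM PEP in 50 mM imidazole pH7.2, KCl, MgCl2, Tween 20, BSA; 1 h at room temperature. ATP detected by Kinase-Glo luminescence.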
* = called active by the depositor. Unless noted, the call rests on the fitted dose curve; in most records, active means well fitted curve in the direction sought with a large enough effect; inconclusive means small, poorly fitted or top-dose-only effect, or another doubt; inactive means no such curve, though single readings can be large; an effect the other way counts as inactive or inconclusive. An excerpt. The share of hits here may be higher or lower than overall.

Results for O=C(NC1CCCCC1)N1CCN(c2nc(-c3ccccc3)cs2)CC1 ?
Gal4-VP16 FLuc: inconclusive; RORgamma inh: 11µM*; NPC1 promoter act: -3%; Menin MLL FP TR: 6%; Rab9 prom act: 0%; KCNH2 3.1 block: 6; FLuc modulator: 8%; MBNL1 CUG block: -7%; ELG1 repair inh: 10%; Mito fusion act: 7%; PKM2 act: 1%

How did O=C(NC(=S)Nc1cc(C(F)(F)F)ccc1N1CCOCC1)c1ccco1 do in these assays?
Gal4-VP16 FLuc: 11µM*; RORgamma inh: 1.4µM*; NPC1 promoter act: 1%; Rab9 prom act: -5%; KCNH2 3.1 block: 3; FLuc modulator: -4%; MBNL1 CUG block: -3%; ELG1 repair inh: 5%; Mito fusion act: -5%; PKM2 act: 5%

How did Cc1ccc(=O)n(C(C(=O)NCc2ccco2)C(=O)c2ccc(F)cc2)c1 (stereo unspecified) do in these assays?
Gal4-VP16 FLuc: -4%; RORgamma inh: -3%; NPC1 promoter act: 0%; Menin MLL FP TR: 13%; Rab9 prom act: -1%; KCNH2 3.1 block: -2; FLuc modulator: 2%; MBNL1 CUG block: -8%; ELG1 repair inh: -6%; Mito fusion act: -1%; PKM2 act: -3%

How did CN(Cc1ccccc1)C(=O)C1CCN(S(=O)(=O)c2cccc3nsnc23)CC1 do in these assays?
Gal4-VP16 FLuc: -15%; RORgamma inh: 5%; NPC1 promoter act: -3%; Menin MLL FP TR: -3%; Rab9 prom act: 0%; KCNH2 3.1 block: -2; FLuc modulator: 0%; MBNL1 CUG block: inconclusive; ELG1 repair inh: -4%; Mito fusion act: 10%

What do the screens show for `CC(NC(=O)C1CCCCC1)C(=O)NC1=NCCS1` (stereo unspecified)?
Gal4-VP16 FLuc: 6%; RORgamma inh: 3%; NPC1 promoter act: 0%; Menin MLL FP TR: -5%; Rab9 prom act: 1%; KCNH2 3.1 block: -11; FLuc modulator: 1%; MBNL1 CUG block: 0%; ELG1 repair inh: 3%; Mito fusion act: -2%; PKM2 act: 3%

How did N#C/C(=C(/O)COc1cccc2ccccc12)c1nc2ccccc2[nH]1 do in these assays?
Gal4-VP16 FLuc: 7.9µM*; RORgamma inh: inconclusive; NPC1 promoter act: -3%; Menin MLL FP TR: inconclusive; Rab9 prom act: 3%; KCNH2 3.1 block: -10; FLuc modulator: -1%; MBNL1 CUG block: -5%; ELG1 repair inh: 11%; Mito fusion act: -3%; PKM2 act: 4%

What do the screens show for `Cc1ccc(CNC(=O)CCc2c(C)nc3ncnn3c2C)cc1`?
Gal4-VP16 FLuc: -2%; RORgamma inh: -13%; NPC1 promoter act: 3%; Menin MLL FP TR: 1%; Rab9 prom act: 1%; KCNH2 3.1 block: 12; FLuc modulator: 2%; MBNL1 CUG block: 1%; ELG1 repair inh: 6%; Mito fusion act: 2%; PKM2 act: 1%

How did CCOC(=O)c1cnc(-n2nc(C)cc2C)nc1NC(C)c1ccccc1 (stereo unspecified) do in these assays?
Gal4-VP16 FLuc: 2.2µM*; RORgamma inh: 1.4µM*; NPC1 promoter act: -5%; Menin MLL FP TR: 1%; Rab9 prom act: -9%; KCNH2 3.1 block: 3; FLuc modulator: 0%; MBNL1 CUG block: 12%; ELG1 repair inh: inconclusive; Mito fusion act: 25%; PKM2 act: 8%

How did COc1ccccc1N1CCN(Cc2cc(=O)c(OCC(=O)NC3CCCC3)co2)CC1 do in these assays?
NPC1 promoter act: -2%; Rab9 prom act: -1%; KCNH2 3.1 block: -20; FLuc modulator: 2%; ELG1 repair inh: -1%; Mito fusion act: -3%

Results for CCN(CC)S(=O)(=O)c1cccc(C(=O)N/N=C/c2ccc(N3CCOCC3)cc2)c1 ?
Gal4-VP16 FLuc: 13%; RORgamma inh: 33%; NPC1 promoter act: 0%; Menin MLL FP TR: 1%; Rab9 prom act: 1%; KCNH2 3.1 block: 0; FLuc modulator: -15%; MBNL1 CUG block: inconclusive; ELG1 repair inh: -8%; Mito fusion act: -7%; PKM2 act: -10%

What do the screens show for `Cc1cccc(OCC(=O)Nc2cc(S(=O)(=O)N3CCOCC3)ccc2N2CCCC2)c1C`?
NPC1 promoter act: 1%; Rab9 prom act: -3%; KCNH2 3.1 block: 6; FLuc modulator: 12%; ELG1 repair inh: inconclusive; Mito fusion act: 20%

Results for CC(C)(C)OC(=O)C(C(=O)OC(C)(C)C)c1ccc(Cl)nn1 ?
Gal4-VP16 FLuc: -3%; RORgamma inh: 0%; NPC1 promoter act: -5%; Menin MLL FP TR: 0%; Rab9 prom act: 0%; KCNH2 3.1 block: -3; FLuc modulator: 0%; MBNL1 CUG block: -13%; ELG1 repair inh: 3%; Mito fusion act: 7%; PKM2 act: 2%

Results for Cc1nc(C(=O)N/N=C/c2[nH]ncc2Br)cs1 ?
Gal4-VP16 FLuc: -17%; RORgamma inh: -39%; NPC1 promoter act: 13%; Rab9 prom act: 11%; KCNH2 3.1 block: -2; FLuc modulator: -14%; ELG1 repair inh: inconclusive; Mito fusion act: 0%; PKM2 act: -7%

How did COc1cc(/C=N/n2c(SC)nnc(C(C)(C)C)c2=O)ccc1O do in these assays?
Gal4-VP16 FLuc: 4%; RORgamma inh: inconclusive; NPC1 promoter act: 1%; Menin MLL FP TR: 9%; Rab9 prom act: 8%; KCNH2 3.1 block: 9; FLuc modulator: 3%; MBNL1 CUG block: -7%; ELG1 repair inh: 0%; Mito fusion act: 2%; PKM2 act: -2%

Results for Cc1nn(CC(=O)N(C)C2CCS(=O)(=O)C2)c(C)c1[N+](=O)[O-] (stereo unspecified) ?
NPC1 promoter act: 1%; Rab9 prom act: -5%; KCNH2 3.1 block: -2; FLuc modulator: 5%; ELG1 repair inh: inconclusive; Mito fusion act: 7%

Results for CCCNS(=O)(=O)c1ccc(OCC(=O)OC)cc1 ?
Gal4-VP16 FLuc: -8%; RORgamma inh: -21%; NPC1 promoter act: -7%; Menin MLL FP TR: 9%; Rab9 prom act: 1%; KCNH2 3.1 block: 10; FLuc modulator: 5%; MBNL1 CUG block: -24%; ELG1 repair inh: inconclusive; Mito fusion act: 3%; PKM2 act: 6%

How did CCC(=O)NC(Nc1cccc(C)n1)(C(F)(F)F)C(F)(F)F do in these assays?
Gal4-VP16 FLuc: -5%; RORgamma inh: 4%; NPC1 promoter act: 0%; Menin MLL FP TR: 4%; Rab9 prom act: 0%; KCNH2 3.1 block: 8; FLuc modulator: 4%; MBNL1 CUG block: 2%; ELG1 repair inh: 4%; Mito fusion act: -3%; PKM2 act: -1%

How did COc1ccc(C(=S)N2CCOCC2)cc1OC(=O)c1cccc([N+](=O)[O-])c1 do in these assays?
Gal4-VP16 FLuc: 1%; RORgamma inh: -19%; NPC1 promoter act: -3%; Menin MLL FP TR: 1%; Rab9 prom act: 2%; KCNH2 3.1 block: -2; FLuc modulator: 1%; MBNL1 CUG block: -10%; ELG1 repair inh: inconclusive; Mito fusion act: 18%; PKM2 act: -6%

How did Cc1ccc(CCNC(=O)CN(C)S(=O)(=O)c2ccc3c(c2)c(=O)n(C)c(=O)n3C)cc1 do in these assays?
Gal4-VP16 FLuc: -5%; RORgamma inh: -26%; NPC1 promoter act: 1%; Menin MLL FP TR: -1%; Rab9 prom act: 5%; KCNH2 3.1 block: 20; FLuc modulator: 8%; MBNL1 CUG block: 12%; ELG1 repair inh: -1%; Mito fusion act: -2%; PKM2 act: 11%
